# Chronic BCR inh: inhibitors of chronic active B-cell receptor signaling; ABC-DLBCL IkBa-CBG/CBR reporter, luminescence ratio, 4 h; Potency, µM (top dose mostly 46.1 µM), inactives show top-dose ratio change, negative = lower green/red ratio, hits mostly inhibitors; 0.05% of 340,000 active; AID 493014; active = well fitted inhibition curve with a large enough effect in the signal ratio, with a control signal flat, not every such curve was filed as active; inconclusive = small, poorly fitted or top-dose-only effect, or effect the other way, or a change in a side signal; the % refers to the signal ratio;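 also: potency is read from the fitted curve at half-maximal effect; plate controls were basal doxycycline-induced cells for no effect and cells given 10 µM MG132 for full effect; MG132 reads +100%, hits lower the ratio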
#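 TMD8 human ABC-DLBCL cells with doxycycline-inducible IκBα–green luciferase fusion and unfused red luciferase, in 0.5% FBS medium; compounds up to 46 uM, 4 h at 37C. Green/red luminescence ratio, filter-overlap corrected, fitted to concentration-response curves.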
# MLL CXXC-DNA inh: MLL CXXC-DNA interaction inhibition | Q03164 | MLL-CXXC / FITC-HOXA9 DNA fluorescence polarization | Potency, µM (series often up to 115 µM), inactives show top-dose activity change, negative = inhibition, most hits filed as inhibitors | 0.037% of 290,000 active | AID 2662; active = well fitted inhibition curve with a large enough effect in the polarisation, with a control signal flat, not every such curve was filed as active; inconclusive = small, poorly fitted or top-dose-only effect, or effect the other way, or a change in a side signal; inactive = no such curve, though single readings can be large or run the other way; the % refers to the polarisation; also: potency is read from the fitted curve at half-maximal effect
#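 Purified MLL-CXXC (added from a 7 uM solution) was preincubated 5 min at ambient with pinned compounds in 50 mM Tris-HCl pH 7.5, 50 mM NaCl, 1 mM DTT, 0.05% BSA. Fluorescein-labeled HOX-A9 DNA (50 nM solution) followed, 30 min, then polarization read.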
# KCNH2 WT inh: blocks the wildtype human KCNH2 potassium channel | activity change, % at 1.84 µM | U2OS, BacMam KCNH2, thallium flux FluxOr; hits give low values | Q12809 | 0.37% of 340,000 active;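 active = maximum activity change below -70%; inconclusive = maximum activity change between -70% and -50%; inactive = maximum activity change above -50%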; also: % is scaled to controls: 0 for no effect and ±100 for the full control effect
#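 U2OS cells transduced with wild-type KCNH2 virus are loaded with FluxOr dye for 45 min, and thallium flux is measured in kinetic reads before and after stimulation buffer. Rate constants are normalized to DMSO controls.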
# Giardia kill: kills Giardia lamblia | activity change, % at 7.66 µM, hits read low | Giardia lamblia trophozoite viability | AID 540267 | 0.15% of 340,000 active; in the data active = activity change below about -80%; inconclusive = between about -30% and that limit;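 also: parasites exposed to compound for two days anaerobically before the ATP read; % is scaled to controls: 0 for no effect and ±100 for the full control effect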
#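 Anaerobic 48 hrs incubation at 37 deg C of 100 trophozoites/well with test compounds; ATPLite 1-Step luminescence, 15-30 min RT, reports cellular ATP as viability.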
# AT treatment: candidate therapy for ataxia-telangiectasia; AID 485349; Potency, µM (top dose mostly 57.5 µM), without a hit: at the highest dose activation, hits mostly activators; 0.19% of 320,000 active; […] A-T fibroblasts, KAP-1 phosphorylation AlphaLISA; neocarzinostatin DNA damage 30 min before lysis; also: potency is read from the fitted curve at half-maximal effect; % of control where 0% means no effect; nearly all actives have a fitted effect of over 45% in size
#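 hTERT-immortalized A-T patient fibroblasts ([…]), 500 cells/well in OPTI-MEM, 1% FBS, got compounds for 60 min, then NCS for 30 min at 37C. Lysates were then assayed for phospho-KAP-1 by AlphaLISA (anti-pKAP1 donor, anti-KAP1 acceptor beads), 6 hr at 25C.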
# TCR act: activates T cell receptor signaling. Potency, µM (highest dose often 9.22 µM), for the others: at the highest dose activation of IL-2 secretion, usual class: activators. 330,000 tested, under 10 active. AID 504894. primary human leukocytes, anti-CD3, IL-2 HTRF, 48 h; also: % of control where 0% means no effect
#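 Readout: HTRF IL-2, Eu-cryptate/d2 antibody pair, 320nm excitation, 665nm emission. Stimulus: a-CD3 beads, no co-stimulation. Cells: primary human leukocytes. Exposure: 48 hr with compound.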
# TSHR antagonist: blocks TSH signaling through the human TSH receptor; TSHR-expressing cells, TSH-stimulated cAMP HTRF, 2 h; hits give low values; activity change, negative = inhibition, % at 11.5 µM; 0.2% of 330,000 active;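 active = activity change below a set negative limit, meaning inhibition stronger than a set level, cut at about -70% in these data; inconclusive = activity change between two set negative limits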; also: % is scaled to controls: 0 for no effect and ±100 for the full control effect
# Target sequence (P16473 whole entry, looked up): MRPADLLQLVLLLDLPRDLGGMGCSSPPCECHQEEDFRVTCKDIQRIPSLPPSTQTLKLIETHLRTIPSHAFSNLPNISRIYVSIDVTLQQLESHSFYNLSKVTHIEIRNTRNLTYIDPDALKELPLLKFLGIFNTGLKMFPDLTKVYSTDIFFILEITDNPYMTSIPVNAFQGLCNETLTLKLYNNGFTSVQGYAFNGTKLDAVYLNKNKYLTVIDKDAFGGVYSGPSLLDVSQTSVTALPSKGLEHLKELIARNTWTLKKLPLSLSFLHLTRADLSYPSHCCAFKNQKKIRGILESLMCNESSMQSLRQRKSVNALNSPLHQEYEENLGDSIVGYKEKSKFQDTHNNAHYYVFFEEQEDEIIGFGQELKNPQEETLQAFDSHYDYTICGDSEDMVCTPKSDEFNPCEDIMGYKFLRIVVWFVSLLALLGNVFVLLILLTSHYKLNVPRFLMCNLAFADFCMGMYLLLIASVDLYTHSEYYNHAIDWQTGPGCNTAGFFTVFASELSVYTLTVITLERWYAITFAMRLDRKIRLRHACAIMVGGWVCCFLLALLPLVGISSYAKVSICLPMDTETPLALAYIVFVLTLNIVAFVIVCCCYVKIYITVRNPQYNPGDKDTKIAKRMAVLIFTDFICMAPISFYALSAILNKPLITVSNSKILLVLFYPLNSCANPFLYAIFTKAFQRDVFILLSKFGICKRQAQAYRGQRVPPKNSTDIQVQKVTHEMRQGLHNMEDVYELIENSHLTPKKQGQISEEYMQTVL
#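 TSHR-expressing cells were treated with compounds, then stimulated with TSH at EC80 (4nM final) for 2 hours at 37 deg C. Cellular cAMP was measured by HTRF competition between lysate cAMP and cAMP-d2 for a cryptate-labelled anti-cAMP antibody.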
# GALK inhibitor: inhibitors of human galactokinase. Potency, µM (highest dose often 57.5 µM), for inactives: at the top dose activity change, negative = inhibition, most hits filed as inhibitors. 0.007% of 270,000 active. Purified GALK, Kinase-Glo residual ATP luminescence. P51570. AID 1868; also: potency is read from the fitted curve at half-maximal effect; % is scaled to controls: 0 for no effect and ±100 for the full control effect
#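 Galactose (100 uM) and ATP (35 uM) were turned over by 5 nM GALK for 1 h at RT. Kinase-Glo Plus then converted the remaining ATP into a luminescent signal.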
# Tb PFK block: blocks T. brucei phosphofructokinase; Potency, µM (top dose mostly 57.5 µM), without a hit: top-dose activity, negative = inhibition, hits mostly inhibitors; AID 485367; T. brucei PFK, ADP-Glo luminescence; 0.17% of 330,000 active;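 also: potency is read from the fitted curve at half-maximal effect; 0% = uninhibited 1x PFK enzyme wells and -100% = no-enzyme wells; nearly all actives have a fitted effect of over 60% in size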
#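 ADP-Glo luminescence quantified ADP after 45 min at room temperature, with 1.25 nM T. brucei PFK, 0.1 mM ATP and 0.5 mM fructose-6-phosphate in pH 8.0 TEA buffer. qHTS titrations up to 57 µM; curves classified by quality.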
# FBPA coupling cs: counter-screen for Giardia aldolase inhibitors: coupling enzyme system | activity change, negative = inhibition, % at 58.2 µM, hits read low | AID 2472 | coupling enzyme system counterscreen, AmpLite Red fluorescence | 0.67% of 290,000 active; in the data active = activity change below about -30%; also: % is scaled to controls: 0 for no effect and ±100 for the full control effect
#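 Coupling enzymes only (glyceraldehyde-3-phosphate) + compound, at 57.5 uM final, 10 min RT; add substrate/coupling/AmpLite Red mix, 20 min RT; fluorescence ex 525/em 598 nm. Actives flag coupling-system interference.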
# Active calls of the source: *; ? = inconclusive; / = not tested or not shown; [ ] = remark or other dose. Unless noted, calls follow the shape of the dose curve; as a rule, active = well fitted curve in the direction sought with a large enough effect; inconclusive = small, poorly fitted or top-dose-only effect, or another doubt; inactive = no such curve, though single readings can be large; an effect the other way counts as inactive or inconclusive.
SMILES	Chronic BCR inh	MLL CXXC-DNA inh	KCNH2 WT inh	Giardia kill	AT treatment	TCR act	TSHR antagonist	GALK inhibitor	Tb PFK block	FBPA coupling cs
CCC(Sc1nc(C)cc(=O)[nH]1)C(=O)Nc1nc(-c2ccccc2)cs1 (stereo not given)	?	?	2	-24	0%	-1%	-18	-3%	1%	16
CC(C)[C@H]1COCCS(=O)(=O)N1Cc1ccc(Cl)cc1	5%	-6%	-1	19	-1%	6%	8	/	4%	-1
Cc1cc(=O)nc2c3ccccc3n(C(C)C(=O)NCCC(C)C)n12 (stereo not given)	-18%	6%	-14	20	3%	-1%	3	4%	-4%	3
O=C(CC1SC(=Nc2ccc(O)cc2)NC1=O)Nc1ccccc1 (stereo not given)	0%	-1%	-6	-10	-5%	-2%	-1	0%	-2%	1
CC(=O)c1cccc(NC(=O)CN(Cc2ccccc2)S(C)(=O)=O)c1	0%	-6%	9	9	-5%	/	2	2%	-1%	4
O=C1CCC(C(=O)Nc2ccc([N+](=O)[O-])cc2)N1 (stereo not given)	2%	/	-21	12	10%	0%	13	/	-7%	/
CC(OC(=O)CC1Sc2ccccc2NC1=O)C(=O)NC1CCCC1 (stereo not given)	0%	17%	-12	25	-1%	-5%	-3	7%	3%	-2
Cn1c(CN2CCCC2)nc2cc(NC(=O)COc3ccc(Cl)cc3)ccc21	7%	8%	12	12	1%	-1%	0	0%	-6%	0
O=C(O)c1cccc(NS(=O)(=O)c2ccc3nnn(O)c3c2)c1	?	-2%	-1	-8	-5%	1%	9	3%	0%	20
O=C(c1cc(-c2ccncc2)nc2ccccc12)N1CCN(c2ncccn2)CC1	-1%	/	9	-10	-1%	1%	-3	/	-7%	/
O=C(Cn1nc(C(=O)O)c2ccccc2c1=O)NCC1CCCO1 (stereo not given)	1%	-4%	1	3	3%	0%	12	2%	4%	0
Cc1ccc(N=C2SC(C(=O)O)CC(=O)N2C)cc1C (stereo not given)	7%	-2%	-1	-16	3%	-1%	-7	-1%	-3%	1
Brc1ccc(-c2cn3cccnc3n2)cc1	?	3%	-2	-20	1%	-10%	1	1%	-5%	1
Nc1cccc(-c2nc3cc(S(=O)(=O)c4ccc5oc(-c6cccc(N)c6)nc5c4)ccc3o2)c1	5%	36%[activator]	-14	-7	-1%	6%	-12	-1%	-1%	1
COCCn1c(SCC(=O)NC(C)c2ccc(F)cc2)nc2ccccc21 (stereo not given)	12%	-4%	-4	43[activator]	10%	2%	8	4%	-1%	0
CC(OC(=O)c1cc(S(=O)(=O)N2CCOCC2)ccc1F)C(=O)NC1CCCC1 (stereo not given)	12%	/	8	-8	-1%	5%	-6	/	-2%	/
COc1ccc(NC(=S)NC(C)C(c2ccccc2)N2CCOCC2)cc1 (stereo not given)	4%	14%	2	-3	-13%	6%	4	15%	11%	-1
COc1ccc(CN(Cc2cccn2C)S(=O)(=O)c2cccc(C(F)(F)F)c2)cc1	11%	-6%	-3	5	6%	-1%	-9	/	-4%	-1
O=C(COC(=O)c1cncc(Br)c1)Nc1ccc(N2CCCCC2)cc1	-2%	/	11	11	-1%	4%	-18	/	-4%	/
COC(=O)c1cc(OC)c(OC)cc1NC(=S)N1CCC(C(N)=O)CC1	?	0%	2	-7	-5%	-20%	13	-4%	0%	5
CC(C)(C)[C@@H]1CCC(=O)N(CC[C@H](Sc2ccc(Br)cc2)c2ccccc2)CC1	5%	/	-12	5	21%	9%	-14	/	1%	/
CC(C)c1ccc(C(O)P(=O)(OCc2ccccc2)c2ccc(N(C)C)cc2)cc1 (stereo not given)	-2%	-1%	0	-10	-8%	-3%	-6	8%	2%	3
COC(=O)c1ccc(CN2CCCC(C(=O)Nc3ccc(-c4ccn[nH]4)cc3)C2)cc1 (stereo not given)	-20%	-17%	5	0	3%	13%	1	3%	0%	/
COc1ccc(Nc2nc(C)cc(C)c2C(N)=O)cc1OC	?	12%	-12	-19	-6%	-8%	7	2%	1%	2
COC(=O)CNC(=O)CSc1nnc2cc(C)c3ccccc3n12	1%	-4%	-18	-22	-1%	13%	8	0%	-3%	1
O=C(N/N=C/c1ccco1)C(O)c1ccccc1 (stereo not given)	-7%	-5%	-2	-8	-1%	-2%	2	-1%	4%	2
COC(=O)c1c(C)[nH]c(C(=O)CC#N)c1C	8%	17%	0	5	0%	-2%	3	1%	-2%	5
Cc1ccc(NC(=O)CSc2nnc(CCNC(=O)OC(C)(C)C)o2)c(C)c1	-15%	0%	-5	-2	1%	4%	2	-3%	-2%	6
O=C(N/N=C/c1c(Cl)cccc1Cl)c1ccc(-n2cnnn2)cc1	-1%	/	-1	-13	8%	/	-2	/	1%	/
COC(=O)[C@H](CCSC)NC(=O)Cn1cnc2c(SC)nc(N)nc21	-5%	/	-25	-3	20%	1%	-3	/	0%	/
C=CCNC(=O)c1cnc(-c2ccccc2)nc1-c1ccccc1	0%	-14%	-1	-3	-7%	0%	5	-2%	0%	0
COC(=O)COc1cc2ccccc2cc1C(=O)Nc1ccccc1	?	11%	3	-24	5%	4%	11	-1%	-1%	-5
C#CCNc1nc(CC)nc2c1nnn2Cc1ccccc1F	-2%	9%	0	-11	11%	-6%	2	4%	-1%	1
CCOC(=O)c1ccc(NC(=O)C2(c3ccc(OC)cc3)CCOCC2)cc1	7%	6%	3	-8	4%	-4%	-11	/	1%	-2
CCOC(=O)C1CCN(Cc2ccccc2C(F)(F)F)CC1	-1%	-5%	0	-10	5%	-2%	26	12%	0%	2
CCC(C)NC(=O)CSc1nnc(-c2c[nH]c3ccccc23)o1 (stereo not given)	0%	-4%	1	-12	2%	-21%	3	9%	-1%	6
CCCn1c(SCC(=O)c2ccc3c(c2)OCCO3)nnc1-c1ccco1	2%	-2%	-3	-4	-2%	7%	-3	-2%	3%	-5
Cc1ccc2c(COC(=O)C3CC(=O)N(c4ccc5c(c4)OCCO5)C3)cc(=O)oc2c1 (stereo not given)	0%	/	-5	-12	1%	0%[46.1 µM]	8	/	-2%	/
O=S(=O)(c1ccc(Cl)cc1)N1CCN(C2CCN(Cc3ccccc3)CC2)CC1	?	8%	-35	1	-5%	3%	6	1%	1%	2
Cc1ccc(S(C)(=O)=O)cc1C(=O)NC(C)C1CC2CCC1C2 (stereo not given)	?	-2%	-4	12	-6%	3%	4	5%	-2%	2
Cn1c(N)c(C(=O)COC(=O)c2ccc(C(F)(F)F)cc2)c(=O)n(C)c1=O	-1%	/	0	10	12%	3%[46.1 µM]	8	/	0%	/
CN(C)CCCNC(=O)c1ccc(Oc2ccccc2)cc1	-5%	0%	65	1	1%	1%	2	11%	29%	0
Cc1nonc1CC(=O)N1CCCC(C(=O)c2cccc(C(F)(F)F)c2)C1 (stereo not given)	0%	-3%	-3	-9	-2%	-81%	9	-2%	-4%	-1
O=C(/C=C/c1ccc(F)cc1)Nc1ccc2[nH]c(=O)[nH]c2c1	?	-22%	6	-1	-5%	1%	-7	3%	-4%	2
CC(C)[C@H](NC(=O)NCCc1ccc(Cl)cc1)C(=O)O	-1%	9%	-8	2	4%	2%	-2	7%	-5%	7
COc1ccc(NC(=O)CNC(=O)c2ccco2)cc1	?	7%	2	13	-10%	-3%	11	-3%	4%	0
Cc1ccc(/C=C2/SC(=O)NC2=S)o1	19%	?	-22	-13	2%	-2%	10	2%	-15%	-17
C=CCn1c(SCC(=O)Nc2ccc3c(c2)OCCO3)nc2cc(C(=O)O)ccc2c1=O	5%	/	-2	-5	5%	11%	7	/	4%	/
Cc1cccc(C)c1NC(=O)CNC(=O)c1ccc2ccccc2n1	-1%	/	-5	12	0%	-1%	13	/	8%	/
COc1cc(OC)cc(C(=O)OCC(=O)NCc2ccco2)c1	?	/	0	-6	-4%	1%	11	/	15µM*	/
CC1CC(C)CN(C(=O)c2cccc(S(=O)(=O)N3c4ccccc4CC3C)c2)C1 (stereo not given)	11%	/	-2	0	1%	5%	-8	/	19%	/
O=C(c1ccco1)c1cn(CC(=O)N2CCCCC2)c2ccccc12	3%	12%	2	-11	3%	8%	2	-1%	1%	2
CCc1c(C)c(C#N)c2nc3ccccc3n2c1NCCN(C)C	14%	13%	7	-2	11%	4%	-7	1%	-5%	-1

# High-throughput results from PubChem BioAssay.
